BioA_inh = inhibitors of Mycobacterium tuberculosis BioA enzyme. 360,000 tested, 0.096% active. purified M. tuberculosis BioA enzyme, plate reader. inhibition, % at 9.99 µM; in the data active means inhibition above about 40%
An asterisk follows results filed as active. Some of the compounds tested (hit frequency here may not be typical).

SMILES BioA_inh
Cc1ccc(S(=O)(=O)N(C)C[C@@H]2OCCCC[C@H](C)Oc3ccc(NC(=O)Nc4c(C)noc4C)cc3C(=O)N([C@@H](C)CO)C[C@H]2C)cc1 -0.6
C[C@@H]1CN([C@@H](C)CO)C(=O)c2cc(NC(=O)Cc3ccccc3)ccc2O[C@H]1CN(C)C(=O)Nc1ccc2c(c1)OCO2 3.0
C/C=C/c1cnc2c(c1)C(=O)N([C@H](C)CO)C[C@@H](C)[C@H](CN(C)S(=O)(=O)c1ccc(F)cc1)O2 0.0
CO[C@H]1CN(C)C(=O)c2cc(NS(=O)(=O)CC(F)(F)F)ccc2OC[C@H](C)N(Cc2cccnc2)C[C@@H]1C 1.5
CCCNC(=O)C[C@@H]1C[C@@H]2c3cc(NC(=O)Cc4ccncc4)ccc3O[C@@H]2[C@H](CO)O1 -1.9
COc1ccc(CN(C)C[C@@H]2Oc3ccc(NS(=O)(=O)c4ccc(C)cc4)cc3CC(=O)N([C@H](C)CO)C[C@H]2C)cc1 3.3
COc1ccc(NC(=O)N(C)C[C@@H]2Oc3c(NS(=O)(=O)c4c(C)noc4C)cccc3C(=O)N([C@H](C)CO)C[C@@H]2C)cc1 0.0
O=C(CN1CCOCC1)N[C@H]1CC[C@@H](CCNC(=O)C2CCCCC2)O[C@H]1CO 0.0
CCC(=O)N(C)C[C@@H]1Oc2ncc(C#Cc3ccccc3)cc2C(=O)N([C@@H](C)CO)C[C@@H]1C -1.6
CN1CCN(C(=O)C[C@@H]2C[C@H]3c4cc(NS(C)(=O)=O)ccc4O[C@H]3[C@@H](CO)O2)CC1 -0.2
C[C@H]1CN([C@@H](C)CO)C(=O)c2cc(NC(=O)Nc3ccc(F)cc3)ccc2O[C@H]1CN(C)S(=O)(=O)c1ccccc1 -3.9
COc1ccc(-c2ccc3c(c2)O[C@H](CN(C)Cc2ccccc2C(=O)O)[C@H](C)CN([C@H](C)CO)S3(=O)=O)cc1 0.6
COCC(=O)Nc1ccc2c(c1)C(=O)N(C)C[C@@H](OC)[C@H](C)CN(C)[C@@H](C)CO2 -3.3
O=C(Nc1ccccc1F)N[C@H]1CC[C@H](CCNC(=O)C2CCC2)O[C@H]1CO -2.1
C[C@@H]1CN([C@H](C)CO)C(=O)c2cc(C#Cc3ccc(F)cc3)cnc2O[C@@H]1CN(C)Cc1ccccn1 -2.2
COc1ccccc1C(=O)Nc1ccc2c(c1)C(=O)N(C)C[C@@H](OC)[C@@H](C)CN[C@H](C)CO2 0.2
N#C[C@@H]1[C@H](c2ccccc2)[C@@H](CO)N1C(=O)c1ccc2c(c1)OCO2 3.6
COc1ccc(CN(C)C[C@H]2OCCCC[C@H](C)Oc3ccc(NS(=O)(=O)c4ccc(OC)cc4)cc3C(=O)N([C@H](C)CO)C[C@H]2C)cc1 0.4
CN(C)C(=O)c1cccc(-c2ccc3c(c2)[C@@H]2[C@@H](CCN2S(=O)(=O)c2ccccc2)[C@H](CO)N3)c1 0.1
CCCN(C)C[C@@H]1Oc2ncc(-c3cccnc3)cc2C(=O)N([C@H](C)CO)C[C@H]1C -1.1
Cc1ccc(S(=O)(=O)Nc2ccc3c(c2)C(=O)N([C@@H](C)CO)C[C@@H](C)[C@@H](CN(C)S(=O)(=O)c2cn(C)cn2)O3)cc1 -3.6
CO[C@@H]1CN(C)C(=O)c2cc(NS(C)(=O)=O)ccc2OC[C@H](C)N(C(=O)C2CCCC2)C[C@H]1C 0.3
C[C@H](CO)N1C[C@H](C)[C@@H](CN(C)Cc2ccc(C(F)(F)F)cc2)Oc2ccc(NC(=O)Nc3ccc4c(c3)OCO4)cc2C1=O 1.7
CC(C)CC#Cc1cnc2c(c1)C(=O)N([C@H](C)CO)C[C@H](C)[C@H](CN(C)C(=O)C1CCCCC1)O2 18
CC(C)NC(=O)N(C)C[C@H]1OCCCC[C@@H](C)Oc2ccc(NS(=O)(=O)c3ccc(F)cc3)cc2C(=O)N([C@H](C)CO)C[C@@H]1C -1.2
SMILES BioA_inh
C[C@H](CO)N1C[C@H](C)[C@@H](CN(C)C(=O)c2ccncc2)OCCCC[C@H](C)Oc2ccc(NS(=O)(=O)c3ccc(Cl)cc3)cc2C1=O 1.0
C[C@H]1CN([C@@H](C)CO)C(=O)c2cc(NS(=O)(=O)c3cccs3)ccc2O[C@@H]1CN(C)Cc1ccc(C(=O)Nc2ccccc2N)cc1 -1.3
Cc1cc(C(=O)Nc2ccc3c(c2)C(=O)N(C)[C@@H]2CC[C@@H](CC(=O)N[C@@H](C)c4ccccc4)O[C@@H]2CO3)no1 1.5
CN(C[C@@H]1[C@H](c2ccccc2)[C@@H](CO)N1C(=O)C1CC1)C(=O)c1ccccn1 0.6
CCC(=O)Nc1ccc2c(c1)C(=O)N(C)[C@@H]1CC[C@H](CC(=O)NCCOC)O[C@H]1CO2 -2.8
Cc1noc(C)c1NC(=O)N[C@H]1C=C[C@@H](CC(=O)NCCCN(C)C)O[C@@H]1CO -2.1
C[C@H]1CN([C@@H](C)CO)C(=O)c2cc(NC(=O)Cn3cnnn3)ccc2O[C@H]1CN(C)Cc1ccccc1 -0.3
C[C@@H]1CCCCO[C@H](CN(C)C(=O)CCC(F)(F)F)[C@@H](C)CN([C@@H](C)CO)C(=O)c2cc(NC(=O)CCCN(C)C)ccc2O1 2.2
C/C=C/c1ccc([C@@H]2[C@@H](CO)N(C(=O)CC)[C@@H]2CNC(=O)CC2CC2)cc1 -5.9
CCCC(=O)Nc1ccc2c(c1)C(=O)N(C)C[C@@H](OC)[C@@H](C)CN(C(=O)c1cnccn1)[C@H](C)CO2 11
COCC(=O)N1C[C@H]2[C@@H](c3ccccc31)[C@H](CO)N2Cc1ccccc1 -1.9
CN(C)C(=O)c1cccc(-c2ccc3c(c2)[C@H]2[C@H](CCN2C(=O)C2CCCCC2)[C@@H](CO)N3)c1 1.0
CO[C@H]1CN(C)C(=O)c2cc(NC(=O)c3cc(C)on3)ccc2OC[C@@H](C)NC[C@H]1C -8.0
C[C@@H]1CCCCO[C@@H](CN(C)C(=O)Cc2ccccc2)[C@H](C)CN([C@@H](C)CO)C(=O)c2cc(NS(=O)(=O)c3ccc(Cl)cc3)ccc2O1 -2.9
CCC(=O)N1[C@H](CO)[C@H]2c3ccccc3N(C(=O)c3ccccc3F)C[C@H]21 -4.7
O=C(C[C@@H]1CC[C@H]2[C@@H](COC[C@@H](O)CN2C(=O)c2ccccn2)O1)NC1CCC1 -2.7
Cc1ccc(S(=O)(=O)N(C)C[C@H]2OCCCC[C@H](C)Oc3ccc(NC(=O)Nc4ccc(C(F)(F)F)cc4)cc3C(=O)N([C@H](C)CO)C[C@H]2C)cc1 -0.1
CO[C@@H]1CN(C)C(=O)c2ccc(NC(C)=O)cc2OC[C@@H](C)N(CC2CC2)C[C@@H]1C -0.5
COc1ccc(S(=O)(=O)Nc2cccc3c2O[C@H](CN(C)S(=O)(=O)c2c(C)noc2C)[C@H](C)CN([C@@H](C)CO)C3=O)cc1 -0.4
C[C@@H]1CN([C@@H](C)CO)C(=O)c2cccc(N(C)C)c2O[C@H]1CN(C)S(=O)(=O)c1cccs1 0.4
O=C(Nc1cc(F)ccc1F)N[C@@H]1C=C[C@H](CC(=O)N2CCc3ccccc3C2)O[C@H]1CO 5.0
C[C@H](CO)N1C[C@H](C)[C@H](CN(C)S(=O)(=O)c2cn(C)cn2)Oc2c(NS(=O)(=O)c3ccc(F)cc3)cccc2C1=O 0.8
O=C(N[C@H]1CC[C@@H](CCn2cc(-c3ccccc3)nn2)O[C@H]1CO)c1cnccn1 -0.8
C[C@@H]1CN([C@@H](C)CO)C(=O)Cc2cc(NS(=O)(=O)c3cn(C)cn3)ccc2O[C@H]1CN(C)Cc1ccc(Oc2ccccc2)cc1 1.7
C[C@@H]1CN([C@H](C)CO)C(=O)c2cc(-c3cccc(C#N)c3)cnc2O[C@H]1CN(C)C(=O)C1CCC1 -0.5
SMILES BioA_inh
CCCC(=O)Nc1ccc2c(c1)C(=O)N(C)[C@@H]1CC[C@H](CC(=O)OC)O[C@@H]1CO2 -1.9
O=C(Nc1ccc(Cl)cc1)N[C@H]1CC[C@H](CCn2cc(Cc3ccccc3)nn2)O[C@@H]1CO -2.5
COc1ccccc1NC(=O)N[C@H]1CC[C@H](CCn2cc(-c3ccccc3)nn2)O[C@@H]1CO -1.4
O=C(c1ccncc1)N1C[C@@H]2[C@H](c3ccccc31)[C@H](CO)N2C(=O)c1ccccn1 1.0
CO[C@H]1CN(C)C(=O)c2ccc(NC(=O)c3ccc4c(c3)OCO4)cc2OC[C@@H](C)N(CCC(F)(F)F)C[C@@H]1C 0.0
C[C@@H]1CN([C@H](C)CO)C(=O)c2cc(NC(=O)Nc3ccc(F)cc3)ccc2O[C@@H]1CN(C)Cc1ccc(C(F)(F)F)cc1 -0.7
COc1ccc(S(=O)(=O)Nc2ccc3c(c2)C(=O)N([C@@H](C)CO)C[C@@H](C)[C@H](CN(C)S(C)(=O)=O)OCCCC[C@@H](C)O3)cc1 0.6
C[C@H]1CN([C@@H](C)CO)S(=O)(=O)c2ccc(-c3cccc(F)c3)cc2O[C@@H]1CN(C)S(C)(=O)=O 1.9
O=C(C1CCOCC1)N1C[C@H]2[C@@H](c3ccccc31)[C@H](CO)N2C(=O)c1ccccc1 -2.7
O=C(NC[C@H]1[C@H](c2ccccc2)[C@@H](CO)N1CC1CC1)c1cccnc1 -4.3
C[C@@H]1CN([C@H](C)CO)C(=O)c2cc(NC(=O)Nc3ccc(F)cc3)ccc2O[C@H]1CN(C)Cc1ccncc1 1.5
C[C@@H]1CN([C@H](C)CO)C(=O)c2cc(C#Cc3cccnc3)cnc2O[C@@H]1CN(C)C 3.4
C[C@@H]1CN([C@@H](C)CO)C(=O)c2cc(NC(=O)NC3CCCCC3)ccc2O[C@H]1CN(C)Cc1ccc(C(=O)O)cc1 -4.2
CO[C@@H]1CN(C)C(=O)c2ccc(NS(=O)(=O)c3ccc(Oc4ccccc4)cc3)cc2OC[C@H](C)NC[C@@H]1C -1.5
CC(=O)Nc1ccc2c(c1)C(=O)N(C)[C@@H]1CC[C@H](CC(=O)NCC3CC3)O[C@@H]1CO2 -1.8
COc1ccc(NC(=O)N(C)C[C@@H]2Oc3c(NC(=O)C4CCCCC4)cccc3C(=O)N([C@@H](C)CO)C[C@H]2C)cc1 3.7
C[C@@H]1CN([C@@H](C)CO)S(=O)(=O)c2ccc(C#CC3(O)CCCC3)cc2O[C@H]1CN(C)C(=O)Nc1cccc(F)c1 -0.3
CNC[C@@H]1Oc2ccc(NC(=O)C3CC3)cc2CC(=O)N([C@H](C)CO)C[C@H]1C -2.2
C[C@@H]1CN([C@@H](C)CO)C(=O)Cc2cc(NC(=O)Nc3ccc(F)cc3)ccc2O[C@@H]1CN(C)Cc1ccccc1 -1.3
C[C@H]1CN([C@@H](C)CO)C(=O)Cc2cc(NC(=O)Cc3ccccc3)ccc2O[C@@H]1CN(C)Cc1ccncc1 15
Cc1noc(C)c1NC(=O)Nc1cccc2c1O[C@H](CN(C)C(=O)NC1CCCCC1)[C@H](C)CN([C@H](C)CO)C2=O -1.1
C[C@H]1CN([C@@H](C)CO)S(=O)(=O)c2ccc(-c3cncnc3)cc2O[C@H]1CN(C)Cc1ccc(Oc2ccccc2)cc1 0.3
C/C=C/c1ccc([C@H]2[C@@H](CO)N[C@@H]2CNC(=O)c2ccccc2F)cc1 -1.0
Cc1ccc(S(=O)(=O)Nc2ccc3c(c2)C(=O)N([C@H](C)CO)C[C@H](C)[C@H](CN(C)S(=O)(=O)c2ccc(Cl)cc2)OCCCC[C@@H](C)O3)cc1 -0.4
COc1ccc(S(=O)(=O)Nc2ccc3c(c2)C(=O)N([C@@H](C)CO)C[C@@H](C)[C@H](CN(C)C(=O)Nc2ccc4c(c2)OCO4)OCCCC[C@@H](C)O3)cc1 0.4
SMILES BioA_inh
COCC(=O)Nc1ccc2c(c1)OC[C@H](C)N(C(=O)Cc1ccccn1)C[C@@H](C)[C@H](OC)CN(C)C2=O 1.2
Cc1noc(C)c1S(=O)(=O)N(C)C[C@@H]1Oc2ccc(NS(=O)(=O)c3cn(C)cn3)cc2C(=O)N([C@@H](C)CO)C[C@@H]1C 1.3
COC(=O)C[C@@H]1CC[C@@H]2[C@H](COC[C@H](O)CN2C(=O)Nc2cccc(F)c2)O1 3.7
O=C(C[C@H]1CC[C@H]2[C@@H](COC[C@@H](O)CN2CCC(F)(F)F)O1)NCc1ccc2c(c1)OCO2 0.2
C[C@@H]1CN([C@@H](C)CO)C(=O)c2cc(NS(=O)(=O)c3ccc(F)cc3)ccc2O[C@H]1CN(C)Cc1ccc2c(c1)OCO2 1.6
CCN(C[C@H]1[C@H](c2ccccc2)[C@H](CO)N1C(C)=O)C(=O)c1ccccn1 -1.3

Grouped by structure: the entries above containing an aryl methoxy group (10)
SMILES BioA_inh
COc1ccc(CN(C)C[C@@H]2Oc3ccc(NS(=O)(=O)c4ccc(C)cc4)cc3CC(=O)N([C@H](C)CO)C[C@H]2C)cc1 3.3
COc1ccc(NC(=O)N(C)C[C@@H]2Oc3c(NS(=O)(=O)c4c(C)noc4C)cccc3C(=O)N([C@H](C)CO)C[C@@H]2C)cc1 0.0
COc1ccc(-c2ccc3c(c2)O[C@H](CN(C)Cc2ccccc2C(=O)O)[C@H](C)CN([C@H](C)CO)S3(=O)=O)cc1 0.6
COc1ccccc1C(=O)Nc1ccc2c(c1)C(=O)N(C)C[C@@H](OC)[C@@H](C)CN[C@H](C)CO2 0.2
COc1ccc(CN(C)C[C@H]2OCCCC[C@H](C)Oc3ccc(NS(=O)(=O)c4ccc(OC)cc4)cc3C(=O)N([C@H](C)CO)C[C@H]2C)cc1 0.4
COc1ccc(S(=O)(=O)Nc2cccc3c2O[C@H](CN(C)S(=O)(=O)c2c(C)noc2C)[C@H](C)CN([C@@H](C)CO)C3=O)cc1 -0.4
COc1ccccc1NC(=O)N[C@H]1CC[C@H](CCn2cc(-c3ccccc3)nn2)O[C@@H]1CO -1.4
COc1ccc(S(=O)(=O)Nc2ccc3c(c2)C(=O)N([C@@H](C)CO)C[C@@H](C)[C@H](CN(C)S(C)(=O)=O)OCCCC[C@@H](C)O3)cc1 0.6
COc1ccc(NC(=O)N(C)C[C@@H]2Oc3c(NC(=O)C4CCCCC4)cccc3C(=O)N([C@@H](C)CO)C[C@H]2C)cc1 3.7
COc1ccc(S(=O)(=O)Nc2ccc3c(c2)C(=O)N([C@@H](C)CO)C[C@@H](C)[C@H](CN(C)C(=O)Nc2ccc4c(c2)OCO4)OCCCC[C@@H](C)O3)cc1 0.4
